RECQ1 helicase: RECQ1 (human) helicase inhibition | Potency, µM (titrated, usually from 57.3 µM), inactives show at the top dose activity, negative = inhibition, usual class: inhibitors | RECQ1 DNA unwinding, red fluorescence kinetic read | P46063 | 240,000 tested, 0.54% active | AID 2549;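 note: plate controls were vehicle for no effect and no enzyme for full effect; nearly all actives have a fitted effect of over 30% in size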
Target sequence (P46063 whole entry, looked up): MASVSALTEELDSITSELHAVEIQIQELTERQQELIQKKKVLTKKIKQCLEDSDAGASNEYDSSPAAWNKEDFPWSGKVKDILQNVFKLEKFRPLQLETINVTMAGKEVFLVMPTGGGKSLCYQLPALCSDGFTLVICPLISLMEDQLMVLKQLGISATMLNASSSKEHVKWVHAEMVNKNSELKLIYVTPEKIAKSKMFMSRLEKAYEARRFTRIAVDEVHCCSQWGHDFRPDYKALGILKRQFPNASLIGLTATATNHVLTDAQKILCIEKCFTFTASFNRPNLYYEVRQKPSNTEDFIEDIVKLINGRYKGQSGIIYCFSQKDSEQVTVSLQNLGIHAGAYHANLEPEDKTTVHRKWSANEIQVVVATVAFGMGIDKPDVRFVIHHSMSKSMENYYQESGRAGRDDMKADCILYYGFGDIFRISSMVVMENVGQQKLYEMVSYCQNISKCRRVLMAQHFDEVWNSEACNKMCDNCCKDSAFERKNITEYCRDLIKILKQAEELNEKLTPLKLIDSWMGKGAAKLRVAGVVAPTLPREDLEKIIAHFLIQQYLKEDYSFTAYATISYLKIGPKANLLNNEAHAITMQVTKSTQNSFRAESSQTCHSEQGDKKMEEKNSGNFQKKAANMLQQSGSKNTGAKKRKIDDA
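RECQ1T1 50 nM; forked duplex (20 bp + 30-nt ss tails) 200 nM, ATP 2 mM final; pH 8.0, 2 mM MgCl2, 2.5 ug/ml poly(dI-dC); 15 min compound preincubation; discontinuous kinetic read over 2 h at RT.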
Epigenetic derep: derepresses silenced GFP reporter in murine cells; murine LDR cells, GFP reporter derepression, 30 h; Potency, µM (series often up to 53.9 µM), inactives show top-dose GFP activation, hits mostly activators; 280,000 tested, 0.2% active; AID 1865; note: % of control where 0% means no effect; nearly all actives have a fitted effect of over 60% in size
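Reporter derepression read as number of fluorescent GFP-positive objects, 20-120 um in size, counted by laser-scanning cytometer. Mouse LDR line with an epigenetically silenced CMV-GFP locus; compound incubation 30 h, 37 C.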
Starred values were filed as active, the others as inactive; i = inactive; ? = inconclusive; & = joins results of further samples; [ ] = remark or other dose. Calls come from the whole dose curve; as a rule, active = well fitted curve in the direction sought with a large enough effect; inconclusive = small, poorly fitted or top-dose-only effect, or another doubt; inactive = no such curve, though single readings can be large; an effect the other way counts as inactive or inconclusive. Potency is the fitted concentration of half-maximal effect. This is a subset (hit frequency here may not be typical).

SMILES | RECQ1 helicase | Epigenetic derep
COC1(C#CC2C=CC(OC(C)=O)C(COC(C)=O)O2)CCCCC1 (stereo not drawn) | i[11.5 µM] | 0.0%[10.1 µM]
COc1ccc(COC(=O)N/N=C2/C[C@@H](O)[C@@H](O)[C@@H]3[C@@H]4C(=O)N(c5cccc(Oc6ccccc6)c5)C(=O)[C@H]4CC[C@H]23)cc1 | -4%[11.5 µM] | 0.0%[10.1 µM]
CO[C@H]1COC(=O)[C@@H](C)COC(=O)[C@@H](COCc2ccccc2)NC(=O)C/C=C\[C@H]1C | i[11.5 µM] | 5.4%[10.1 µM]
C=C(CC(=O)OC)C[C@]1(CC(=O)OC)CC2(CC=C(C)C)C(=O)C(C(=O)c3ccccc3)=C(OC(=O)c3ccc(Br)cc3)C(CC=C(C)C)(C1)C2=O (stereo partly drawn) | 2%[11.5 µM] | 0.0%[10.1 µM]
COC(=O)C/C=C\[C@@H](C)[C@@H](/C=N\O[C@@H](C)CN1CCCc2nc(C)c(C)cc21)OC | -3%[11.5 µM] | 0.0%[10.1 µM]
COC(=O)[C@@H]1CC[C@H](C)[C@@H](c2ccc(C)cc2)N1C(=O)c1ccc(/C=N\O[C@@H](C)c2cc(-c3c(C)cc(C)cc3C)no2)cc1 | -5%[11.5 µM] | 3.2%[10.1 µM]
C=CCOC(=O)C(C(C)=O)C(NC(=O)OC)c1cccc(F)c1 (stereo not drawn) | 4%[11.5 µM] | 2.3%[10.1 µM]
CC12C=C(/C=C/c3ccc(C(F)(F)F)cc3)C(C)(C1)C(c1ccc(C(F)(F)F)cc1)CC2=O (stereo not drawn) | i[11.5 µM] | 0.0%[10.1 µM]
COC(=O)NC(CC(C)=O)c1ccccc1 (stereo not drawn) | 2%[11.5 µM] | 0.0%[10.1 µM]
CC1CN2C(CCC(C)C2c2ccc(Br)cc2)C(=O)O1 (stereo not drawn) | -13%&-5%[11.5 µM] | 2.3%&0.8%&-1.1%[10.1 µM]
CC1(C)O[C@@H]2O[C@H]([C@H](O)CO/N=C3/[C@H]4O[C@@H]4[C@@H](O)[C@H]4[C@H]3CCn3c(=O)n(-c5ccccc5)c(=O)n34)[C@@H](O)[C@@H]2O1 | i[11.5 µM] | 0.0%[10.1 µM]
O=C(N/N=C1/C[C@@H](O)[C@@H](O)[C@@H]2[C@@H]3C(=O)N(Cc4ccc5c(c4)OCO5)C(=O)[C@H]3CC[C@@H]12)OCc1ccccc1 | -3%[11.5 µM] | 6.4%[10.1 µM]
CC12C=C(/C=C/C=C/c3ccco3)C(C)(C1)C(/C=C/c1ccco1)CC2=O (stereo not drawn) | 1.4µM* | 2.3%[10.1 µM]
CC1(C)OC(C(O)(c2cc(C(F)(F)F)cc(C(F)(F)F)c2)c2cc(C(F)(F)F)cc(C(F)(F)F)c2)C(C(O)(c2cc(C(F)(F)F)cc(C(F)(F)F)c2)c2cc(C(F)(F)F)cc(C(F)(F)F)c2)O1 (stereo not drawn) | 16%[11.5 µM] | 2.0%[10.1 µM]
Cc1ccc(S(=O)(=O)N[C@H]2COC(=O)C/C=C\[C@@H](C)[C@H](NS(=O)(=O)c3ccc(C)cc3)COC(=O)[C@H](C)NC(=O)C/C=C\[C@H]2C)cc1 | -15%[11.5 µM] | 0.0%[10.1 µM]
O=C1[C@H]2[C@H]3[C@H](O)[C@H](O)C/C(=N/OC[C@@H](O)COCc4ccco4)[C@@H]3CC[C@@H]2C(=O)N1C[C@@H]1CCCO1 | 3%[11.5 µM] | 2.3%[10.1 µM]
CO[C@H]1COC(=O)CCC[C@@H](C)[C@H](OC)COC(=O)[C@@H](C)NC(=O)C/C=C\[C@@H]1C | -1%[11.5 µM] | 0.0%[10.1 µM]
CCOC(=O)[C@]1(C(NC(=O)OC)c2cccc(C)c2)CCCC1=O (stereo partly drawn) | i[11.5 µM] | 0.0%[10.1 µM]
CC[C@@H](c1ccccc1)n1c(=O)n2n(c1=O)[C@H]1[C@H](O)[C@H]3O[C@H]3C(=O)[C@H]1CC2 | -8%[11.5 µM] | 4.5%[10.1 µM]
CCOC(=O)CCN1C(=O)[C@@H]2[C@H]3C(=CC[C@H]2C1=O)C(=O)[C@H]1O[C@H]1[C@H]3O | 20%[11.5 µM] | ?
COc1ccc(COC(=O)N/N=C2/C[C@@H](O)[C@@H](O)[C@@H]3[C@@H]4C(=O)N(Cc5ccccc5)C(=O)[C@H]4CC[C@@H]23)cc1 | i[11.5 µM] | 0.0%[10.1 µM]
CC1CCC(C(=O)O)NC1c1ccc(-c2ccco2)cc1 (stereo not drawn) | 1%[11.5 µM] | 1.1%[10.1 µM]
CCOC(=O)[C@]1(C(NC(=O)OC)c2cccc(F)c2)CCCC1=O (stereo partly drawn) | i[11.5 µM] | 0.0%[10.1 µM]
O=C1[C@@H]2[C@H]3[C@H](O)[C@H](O)C/C(=N/OC[C@@H](O)COCc4ccco4)[C@@H]3CC[C@H]2C(=O)N1c1ccc(F)cc1F | -3%[11.5 µM] | 1.1%[10.1 µM]
CCc1cc2c(nc1CC)CCN(CC/C(C)=N/OCC[C@@H]1C=C[C@H](OC(C)=O)[C@H](COC(C)=O)O1)C2 | i[11.5 µM] | 1.1%[10.1 µM]
CO[C@H]1COC(=O)[C@@H](CCSC)NC(=O)C/C=C\[C@@H](C)COC(=O)[C@@H](OCc2ccccc2)/C=C\[C@@H]1C | -7%[11.5 µM] | 0.0%[10.1 µM]
CO[C@@H]1COC(=O)CCC[C@@H](C)[C@H](OC)COC(=O)CCC[C@H]1C | i[11.5 µM] | 0.8%[10.1 µM]
C[C@H]1CC[C@H]2C(=O)N3[C@H](c4ccc(Br)cc4)[C@@H](C)CC[C@H]3C(=O)N2[C@@H]1c1ccc(Br)cc1 | -1%[11.5 µM] | 0.8%[10.1 µM]
CC1CCC(C(=O)O)NC1c1cccc(N2CCCC2=O)c1 (stereo not drawn) | i[11.5 µM] | 1.1%[10.1 µM]
O=C1[C@H]2[C@H]3[C@H](O)[C@H](O)C/C(=N/OC[C@@H](O)COCc4ccco4)[C@H]3CC[C@@H]2C(=O)N1Cc1ccccc1 | i[11.5 µM] | 1.1%[10.1 µM]

The closing 3 compounds of the section above lead into the next:
SMILES | RECQ1 helicase | Epigenetic derep
C[C@H]1CC[C@H]2C(=O)N3[C@H](c4ccc(Br)cc4)[C@@H](C)CC[C@H]3C(=O)N2[C@@H]1c1ccc(Br)cc1 | -1%[11.5 µM] | 0.8%[10.1 µM]
CC1CCC(C(=O)O)NC1c1cccc(N2CCCC2=O)c1 (stereo not drawn) | i[11.5 µM] | 1.1%[10.1 µM]
O=C1[C@H]2[C@H]3[C@H](O)[C@H](O)C/C(=N/OC[C@@H](O)COCc4ccco4)[C@H]3CC[C@@H]2C(=O)N1Cc1ccccc1 | i[11.5 µM] | 1.1%[10.1 µM]
C/C=C\C1=C(CO)[C@H](O)[C@H]2OC2[C@@H]1O (stereo partly drawn) | -3%[11.5 µM] | 0.0%[10.1 µM]
COc1ccc(COC(=O)N/N=C2/C[C@@H](O)[C@@H](O)[C@@H]3[C@H]4C(=O)N(c5ccc(F)cc5F)C(=O)[C@@H]4CC[C@@H]23)cc1 | 8%[11.5 µM] | 0.0%[10.1 µM]
CCN1C(=O)[C@H]2[C@H]3[C@H](O)[C@H](O)C/C(=N/OC[C@@H]4O[C@H](c5ccccc5)C=C[C@@H]4Oc4ccc(OC)cc4)[C@@H]3CC[C@@H]2C1=O | -10%[11.5 µM] | 0.0%[10.1 µM]
CC[C@@H](c1ccccc1)n1c(=O)n2n(c1=O)[C@H]1[C@H](O)[C@H]3O[C@@H]3/C(=N/OCC(C)C)[C@@H]1CC2 | -2%[11.5 µM] | 0.0%[10.1 µM]
C[C@@H](c1ccccc1)N1C(=O)[C@H]2[C@H]3[C@H](O)[C@H](O)C/C(=N/NC(=O)OCc4ccccc4)[C@H]3CC[C@@H]2C1=O | i[11.5 µM] | -1.1%[10.1 µM]
CCCC[C@@H]1CN2[C@H](c3ccc(Br)cc3)[C@H](C)CC[C@H]2C(=O)O1 | -6%[11.5 µM] | 0.0%[10.1 µM]
CCN1C(=O)[C@H]2[C@H]3[C@H](O)[C@H](O)C/C(=N/O[C@@H](C)c4cn([C@H](CO)Cc5ccccc5)nn4)[C@@H]3CC[C@@H]2C1=O | 11%&14%[11.5 µM] | 0.8%&0.8%[10.1 µM]
COc1cccc([C@@H]2Oc3ccc(OC)cc3/C(=N/OC[C@@H](O)COCc3ccco3)[C@@H]2O)c1 | 1%[11.5 µM] | 0.0%[10.1 µM]
CO/N=C1/c2cc(OC)ccc2O[C@@H](c2cccc(OC)c2)[C@H]1O | 4%[11.5 µM] | 1.1%[10.1 µM]
COc1ccc(O[C@H]2C=C[C@@H](c3ccccc3)O[C@H]2COC(=O)CC/C(C)=N\OC[C@@H](O)[C@H]2O[C@H]3OC(C)(C)O[C@H]3[C@@H]2O)cc1 | 13%[11.5 µM] | 0.8%[10.1 µM]

One compound at a time, as listed above:
Profile of CCN1C(=O)[C@H]2[C@H]3[C@H](O)[C@H](O)C/C(=N/OC[C@@H]4O[C@H](c5ccccc5)C=C[C@@H]4Oc4ccc(OC)cc4)[C@@H]3CC[C@@H]2C1=O → RECQ1 helicase: -10%[11.5 µM]; Epigenetic derep: 0.0%[10.1 µM]
Profile of C[C@@H](c1ccccc1)N1C(=O)[C@H]2[C@H]3[C@H](O)[C@H](O)C/C(=N/NC(=O)OCc4ccccc4)[C@H]3CC[C@@H]2C1=O → RECQ1 helicase: i[11.5 µM]; Epigenetic derep: -1.1%[10.1 µM]
Profile of CC[C@@H](c1ccccc1)n1c(=O)n2n(c1=O)[C@H]1[C@H](O)[C@H]3O[C@@H]3/C(=N/OCC(C)C)[C@@H]1CC2 → RECQ1 helicase: -2%[11.5 µM]; Epigenetic derep: 0.0%[10.1 µM]

Next results:
SMILES | RECQ1 helicase | Epigenetic derep
CC[C@@H](c1ccccc1)n1c(=O)n2n(c1=O)[C@H]1[C@H](O)[C@H]3O[C@@H]3/C(=N/OC/C=C(\C)CCC=C(C)C)[C@@H]1CC2 | i[11.5 µM] | 0.8%[10.1 µM]
Cn1c(-c2ccccc2)c(O)c(=O)c2ccccc21 | 7%[11.5 µM] | 1.1%[10.1 µM]
O=C1CCCC=C1[C@@H](O)COCc1ccccc1 | -5%[11.5 µM] | 2.0%[10.1 µM]
CCCCc1nc2c(c3c1CC(C)OC3)CN(CCOc1ccccc1)CC2 (stereo not drawn) | 6%[11.5 µM] | 1.1%[10.1 µM]
CC1CCC2C(=O)OC(Cc3ccccc3)CN2C1c1ccc(Br)cc1 (stereo not drawn) | 1%&10%[11.5 µM] | 0.0%&1.1%[10.1 µM]
CCOC(=O)OCC1OC(c2ccc(C(C)=O)cc2)C=CC1OC(=O)OCC (stereo not drawn) | 4%[11.5 µM] | 0.8%[10.1 µM]
Cc1cc(C)cc(C#CC2C=CC(Oc3ccc(C4CCCC4)cc3)C(CO)O2)c1 (stereo not drawn) | i[11.5 µM] | 0.0%[10.1 µM]
CO/N=C\[C@@H](OC)[C@H](C)/C=C\CC(=O)OC | i[11.5 µM] | 1.1%[10.1 µM]
O=C1[C@H]2[C@H]3[C@H](O)[C@H](O)C/C(=N/OCc4ccccc4)[C@@H]3CC[C@@H]2C(=O)N1C[C@@H]1CCCO1 | -1%[11.5 µM] | 0.8%[10.1 µM]
COC(=O)C/C=C\[C@@H](C)[C@@H](/C=N\OC[C@@H](O)[C@H]1O[C@H]2OC(C)(C)O[C@H]2[C@@H]1O)OC | i[11.5 µM] | 1.1%[10.1 µM]
C=CC[C@@H]1C=C[C@@H](O/N=C2/[C@H]3O[C@@H]3[C@@H](O)[C@H]3[C@H]2CCn2c(=O)n(-c4ccccc4)c(=O)n23)[C@@H](CO)O1 | i[11.5 µM] | 0.0%[10.1 µM]
CC(C)=NO[C@@H](C)c1cn([C@H](CO)Cc2ccccc2)nn1 | 13%&11%[11.5 µM] | 0.0%&0.8%[10.1 µM]
C/C=C/OC(=O)NC(c1ccccc1)[C@@]1(C(=O)OC)CCCC1=O (stereo partly drawn) | i[11.5 µM] | 0.0%[10.1 µM]
CC(=O)OC[C@@H]1O[C@@H](O/N=C2/C[C@@H](O)[C@@H](O)[C@@H]3[C@@H]4C(=O)N(C5CCCCC5)C(=O)[C@H]4CC[C@@H]23)[C@H](OC(C)=O)[C@H](OC(C)=O)[C@@H]1OC(C)=O | -3%[11.5 µM] | 0.0%[10.1 µM]
COc1ccc(COC(=O)N/N=C2/C[C@@H](O)[C@@H](O)[C@@H]3[C@@H]4C(=O)N([C@@H](C)c5ccccc5)C(=O)[C@H]4CC[C@@H]23)cc1 | 2%[11.5 µM] | 1.1%[10.1 µM]
CCC12C=C(/C=C/c3ccccc3)C(CC)(C1)C(c1ccccc1)CC2=O (stereo not drawn) | i[11.5 µM] | 0.8%[10.1 µM]
C=CC[C@@H]1C=C[C@H](O/N=C(\C)CCN2CCCCc3nc(C)c(C)cc32)[C@H](CO)O1 | i[11.5 µM] | 0.8%[10.1 µM]
COC(=O)C1=C(C)N(Cc2ccccc2)C2=C(C(C)=O)C(c3ccccc3)[C@@](O)(C(=O)OC)C(=O)N2C1c1ccccc1 (stereo partly drawn) | -13%[11.5 µM] | 1.1%&0.0%[10.1 µM]

Bioassay records as filed in PubChem.
